# Assay outcomes: PubChem BioAssay, several laboratories
# P. falciparum M17LAP = P. falciparum M17LAP inhibitors, primary screen, biochemical, fluorogenic H-Leu-NHMec substrate, 1536-well (AID 1619) | Leucine aminopeptidase (Plasmodium falciparum (isolate 3D7)) | inhibition, % at 30 µM; hits with a dose series show IC50 in µM | actives 0.38% (n = 220,000) | recombinant M17LAP, H-Leu-NHMec fluorogenic kinetic assay; higher % means a stronger effect;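 active = compound inhibiting the enzyme by more than half at any dose during confirmatory dose-response retesting; inconclusive = strong single-dose inhibitors picked by rank but not retested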;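 also: plate controls were full reaction with DMSO carrier for no effect and no enzyme background for full effect; strong numbers were not always called active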
# PMI inhibition = human PMI inhibitors, high substrate, primary screen, biochemical, fluorescence intensity, high mannose 6-phosphate (AID 1220). recombinant PMI enzyme, coupled fluorescence intensity; higher % means a stronger effect. one-dose inhibition, % at 20 µM; IC50 in µM for titrated hits. actives 0.66% (n = 190,000); in the data active = inhibition above about 50%
# CSM14.1 death rescue = rescue of cells from ER stress-induced death, primary screen, 384-well, CSM14.1, thapsigargin, ATP luminescence (AID 1222). CSM14.1 thapsigargin-induced death rescue, ATP luminescence; higher % means a stronger effect. cellular ATP content (survival), % at 20 µM, or EC50 in µM where a hit was titrated. 190,000 tested, under 10 active;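 active = EC50 below 50 µM in the dose-response confirmation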;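 also: death triggered by thapsigargin at about 15 µM added after 2 h compound pretreatment; cell ATP read after overnight thapsigargin exposure of roughly 18 to 22 hours; normalized against plate controls of thapsigargin alone and 5% DMSO vehicle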
# West Nile antiviral = West Nile virus antiviral activity, cell-based, CPE readout (AID 1621). West Nile virus-infected cells, CPE inhibition; higher % means a stronger effect. CPE inhibition, % at 10 µM; hits with a dose series show IC50 in µM. actives 0.02% (n = 290,000); in the data active = a potency from the dose series; inconclusive = CPE inhibition mostly from about 3.7% at the one dose, without a potency; inactive = the rest, 99 in 100 with CPE inhibition below about 2.2%; also: strong numbers were not always called active
# M1AAP inhibition = P. falciparum M1AAP inhibitors, biochemical, fluorogenic H-Leu-NHMec substrate, 1536-well (AID 1445) | Aminopeptidase N (Plasmodium falciparum (isolate 3D7)) | recombinant M1AAP, H-Leu-NHMec fluorogenic kinetic assay; higher % means a stronger effect | one-dose inhibition, % at 30 µM; IC50 in µM for titrated hits | actives 0.42% (n = 220,000);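 active = primary inhibition above the hit cutoff, then over 50% inhibition at one or more dose response concentrations, cut at about 23% in these data, passing the limit was not always enough; inconclusive = conflicting primary data, or primary hits not chosen for dose response; inactive = low primary inhibition, or under 50% at every dose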;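 also: plate controls were DMSO full reaction for no effect and no enzyme background for full effect; strong numbers were not always called active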
# Yfh1-depleted yeast = enhancers of respiration in Yfh1-depleted yeast, dose response, Friedreich's ataxia, plus single-dose screen (AID 1465). S. cerevisiae Yfh1-off respiration, WST-1 reduction, 72 h; higher fold induction means a stronger effect. fold induction at 50 µM; hits with a dose series show EC50 in µM. actives 0.074% (n = 220,000);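 active = fold induction of absorbance versus untreated yeast above a set limit, then at least 30% activation at any dose in follow-up; inconclusive = repeats straddling the limit, or above it without dose testing; inactive = fold induction below the set limit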;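 also: activators that raise dye reduction in frataxin-depleted yeast; strong numbers were not always called active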
# XIAP antagonists = XIAP antagonists, biochemical, IAP family, fluorescence polarization (AID 1018); E3 ubiquitin-protein ligase XIAP (Homo sapiens); XIAP BIR domain, fluorescence polarization peptide displacement; higher % means a stronger effect; displacement, % at 20 µM, or IC50 in µM where a hit was titrated; actives 0.007% (n = 200,000); in the data active = displacement above about 50%; also: a part of the inactive calls stands beside numbers as strong as those of hits
# SIAH1 antagonists = Siah-1 peptide-binding antagonists, primary screen, biochemical, fluorescence polarization, rhodamine-plectin, uHTS (AID 1817) | E3 ubiquitin-protein ligase SIAH1 (Homo sapiens) | actives 0.02% (n = 290,000) | displacement, % at 20 µM, or IC50 in µM where a hit was titrated | Siah-1 / rhodamine-plectin peptide fluorescence polarization; higher % means a stronger effect;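 active = displacement of at least 50% at 20 µM, with a fluorescence ratio check between 0.3 and a set limit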;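 also: plate controls were Siah plus tracer with DMSO for no effect and tracer alone without Siah for full effect; strong numbers were not always called active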
# Salmonella PhoP GFP = inhibitors of PhoP regulon expression, primary screen, Salmonella Typhimurium, GFP reporter (AID 1863) | inhibition, % at 50 µM; hits with a dose series show IC50 in µM | S. Typhimurium PhoP-regulated promoter GFP reporter, 4 h; higher % means a stronger effect | actives 0.16% (n = 300,000);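 active = inhibition over 29.93%, a cutoff 3 SD above the screen mean, later confirmed by dose response; inconclusive = inhibition over 29.93% but no dose response follow-up; inactive = inhibition at most 29.93% or unconfirmed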;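 also: 0% = low Mg2+ inducing control and 100% = high Mg2+ repressing control; strong numbers were not always called active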
# Active calls of the source: *; i = inactive; u = inconclusive; x = not tested or not shown.
SMILES,P. falciparum M17LAP,PMI inhibition,CSM14.1 death rescue,West Nile antiviral,M1AAP inhibition,Yfh1-depleted yeast,XIAP antagonists,SIAH1 antagonists,Salmonella PhoP GFP
Cn1cccc1-c1cc(C(=O)O)[nH]n1,4%,5%,1.8%,-0.1%,-3%,i,-8.2%,3%,3%
CCN(CC)c1ncc(C)c(=O)[nH]1,9%,17%,-0.1%,0.3%,5%,i,-0.9%,2%,6%
CN(C)CCCN1C(=O)CSC1c1ccc([N+](=O)[O-])cc1 (stereo unspecified),-1%,-2%,1.0%,-0.2%,6%,i,-3.0%,-2%,5%
CC(=O)c1cccc(S(=O)(=O)N2CCC(C(=O)O)CC2)c1,-11%,-10%,0.7%,0.8%,1%,i,-2.4%,-2%,5%
O=C(c1cccc(NS(=O)(=O)c2cccc(F)c2)c1)N1CCN(c2ccccc2)CC1,-9%,13%,-2.0%,-0.8%,0%,i,-1.4%,1%,10%
CCOC(=O)CCC(=O)Nc1ccc(S(=O)(=O)N2CCCCC2)cc1,9%,4%,0.9%,-0.2%,7%,i,3.2%,-3%,0%
COc1ccc(N2C(=O)C(CC(=O)Nc3ccccc3)N(Cc3ccc4c(c3)OCO4)C2=O)cc1 (stereo unspecified),21%,-2%,-1.4%,-0.5%,-2%,i,-2.4%,-4%,13%
c1ccc(CN2CCN(C(c3ccccc3)c3nnnn3Cc3ccccc3)CC2)cc1 (stereo unspecified),-16%,-10%,0.0%,-1.2%,4%,i,-2.5%,22%,-4%
CN1c2ccccc2C(C)(C)C12C=Nc1c(cc(N3CCOCC3)c3ccccc13)O2 (stereo unspecified),1%,x,4.4%,x,6%,x,-4.0%,6%,3%
C=CCSc1nc2sc(-c3ccccc3)cc2c(=O)n1N,5%,1%,1.8%,-0.3%,1%,i,-7.1%,-1%,2%
CCc1nc(SCc2ccc(F)cc2)n[nH]1,4%,-14%,-0.2%,0.3%,0%,i,-7.0%,-1%,-5%
COc1cc(/C=N/NC(=O)c2cc(C3CC3)[nH]n2)ccc1O,24%,x,x,0.1%,13%,i,x,-4%,-5%
COc1ccccc1Nc1nc(N)nc(CSc2nccc(C)n2)n1,10%,0%,-0.5%,0.0%,7%,i,-1.7%,-2%,-4%
O=C(Cn1cnc2ccccc2c1=O)Nc1ccc2c(c1)CCC2,5.2µM*,1%,-2.7%,-0.5%,1%,i,-4.9%,-1%,-9%
Cc1occc1-c1nnc(SCC(=O)Nc2ccccc2N2CCCCC2)n1C,7%,4%,1.1%,1.2%,5%,i,-3.8%,0%,-1%
C=CC(=O)NN(C)c1ncc(C(F)(F)F)cc1Cl,-1%,-2%,-0.3%,-0.7%,2%,i,2.9%,-6%,-5%
O=C(CSc1cccc[n+]1[O-])Nc1cc(S(=O)(=O)N2CCOCC2)ccc1Cl,-6%,0%,-3.9%,0.4%,4%,i,-7.7%,-8%,6%
CC(C)c1nnc(NC(=O)CCC(=O)NCc2ccc3c(c2)OCO3)s1,11%,5%,x,0.3%,5%,i,-3.0%,3%,-1%
Cc1ccc(NC(=O)CN(C)C(=O)COc2c(Cl)cc(Cl)c3ccc(C)nc23)cc1,-1%,6%,-0.2%,-1.2%,20%,i,-7.3%,-6%,2%
CN(C)/C=C(\C#N)C(=O)N/N=C/c1ccc(Cl)cc1,5%,7%,-0.8%,-0.1%,0%,i,-4.1%,-4%,5%
S=c1[nH]nc(-c2ccc3ccccc3n2)n1-c1ccc2ncccc2c1,36%,26%,-1.6%,-1.0%,15%,i,1.6%,2%,-27%
COc1ccc(-c2noc(CSc3nc4ccccc4c(=O)n3-c3ccccc3)n2)cc1OC,-5%,14%,x,0.1%,4%,i,-10%,3%,-11%
COC(=O)c1ccc(NC(=O)COC(=O)CSc2nc(C)cc(C)n2)cc1,11%,4%,6.7%,0.1%,2%,i,-5.2%,-2%,-7%
Cc1cc2[nH]c(=O)c3ccccc3n2n1,-7%,-11%,0.1%,0.0%,5%,i,0.2%,3%,5%
COc1ccc(-n2c(=O)c3ccccc3n(CC(=O)Nc3ccccc3OC)c2=O)cc1,5%,-8%,0.9%,-1.6%,5%,i,-2.0%,0%,-1%
CCn1c(CNC(=O)c2ccco2)nnc1SCC(=O)Nc1cccc(F)c1,10%,1%,0.5%,0.4%,8%,i,-0.1%,-5%,1%
CCOCCCn1c(SCc2nc3sc(C(=O)O)c(C)c3c(=O)[nH]2)nnc1-c1ccc(Cl)cc1,5%,-12%,-1.0%,0.2%,8%,i,-0.4%,-6%,1%
O=C(CSc1nnnn1C1CCCC1)NCc1cccs1,2%,1%,-1.0%,-0.2%,0%,i,0.6%,10%,-1%
CCOc1cccc(C(=O)Nc2cccc(-c3nnc(-c4ccc(C)cc4)o3)c2)c1,9%,3%,-1.0%,u,-6%,i,-14%,4%,14%
Cc1ccc(CNC(=O)CN2CCC(C(N)=O)CC2)cc1,5%,-5%,1.9%,0.0%,-8%,i,-7.6%,-3%,-2%
CC(C)N(Cc1ccccc1)C(=S)NCCN1CCOCC1,5%,1%,0.6%,-0.4%,0%,i,-2.3%,11%,-3%
Cc1nn(C)c(C)c1NC(=O)CCl,5%,-5%,0.3%,0.1%,1%,i,-5.8%,5%,8%
O=C(Nc1ccc2c(c1)OCO2)C1CC(c2ccccc2Cl)=NO1 (stereo unspecified),2%,-2%,-1.6%,0.6%,6%,i,-4.9%,3%,-16%
O=[N+]([O-])c1ccc(SCCO)nc1SCCO,8%,x,x,0.4%,-9%,i,x,-3%,-12%
COc1ccc(C(=O)Nn2cnnc2)c(OC)c1,-9%,16%,0.0%,0.0%,0%,i,-7.0%,1%,3%
Cc1nc2ccccc2c(=O)n1/N=C/c1cccnc1,7%,-4%,3.4%,0.3%,2%,i,0.3%,0%,-7%
N#Cc1nc(COc2ccc(Cl)cc2Cl)oc1N1CCN(c2ccccc2)CC1,-2%,-1%,4.7%,-0.6%,1%,i,-4.2%,-1%,-2%
CCN(CC)c1nc(Nc2ccc(Cl)cc2)nc(OCC#N)n1,1%,17%,-0.5%,-0.2%,-8%,i,-1.3%,1%,-6%
CCCCn1c(SCC(=O)NNC(=O)c2ccco2)nnc1-c1ccco1,-7%,1%,-0.4%,1.2%,2%,i,-10%,1%,2%
CCOC(=O)c1cc(-c2ccccc2)nc2nc(N3CCCCC3)sc12,-5%,13%,-3.1%,1.0%,5%,i,-5.8%,0%,-5%
O=C(O)CSc1ncnc2sc3c(c12)CCC3,-9%,11%,-0.4%,x,11%,x,-1.0%,-5%,-9%
COc1cccc(CNC(=O)CCC2CCCN(C(=O)C3=CC(=O)CC(C)(C)O3)C2)c1 (stereo unspecified),6%,-7%,-0.2%,-0.2%,3%,i,-2.7%,3%,-7%
O=C1C[C@@H](c2ccc(O)cc2)Oc2cc(O)cc(O)c21,20%,24%,1.3%,-0.4%,3%,i,-9.3%,-1%,-7%
Fc1cccc(Cl)c1CSc1nnnn1-c1ccc2c(c1)OCO2,-2%,1%,-0.8%,1.6%,-4%,i,1.3%,-2%,15%
Cc1cccc(NCCC(=O)c2ccc(Br)cc2)c1,-9%,30%,-1.4%,0.9%,4%,i,-23%,0%,9%
COC(=O)C1=CN(C)C=C(C(=O)OC)C1c1ccc(O)c(OC)c1,-3%,23%,0.2%,0.8%,-7%,i,-1.9%,2%,2%
COc1ccc(-n2nc3c(c2NC(=O)c2c(F)cccc2Cl)CS(=O)C3)cc1 (stereo unspecified),1%,10%,0.1%,0.1%,-1%,i,-0.1%,-2%,-6%
CC(Sc1ccccc1)C(=O)Nc1ccc(N2CCOCC2)cc1 (stereo unspecified),10%,8%,-0.9%,0.4%,3%,i,-6.8%,4%,-1%
CCOC(=O)C1=C(N)N2C(=O)C(C)SC2=C(C(=O)OCC)C1c1ccc(O)cc1 (stereo unspecified),6%,x,x,0.3%,1%,i,x,2%,-2%
O=C(NN=C1CCCCCCCCCCC1)c1ccccc1F,14%,10%,-0.5%,-0.2%,1%,i,-8.4%,3%,11%
Cc1ccc(-c2noc(CCC(=O)N3CCCC3)n2)cc1,2%,10%,-0.6%,-0.1%,-14%,i,-6.9%,5%,8%
Cc1cc(N2CCN(c3cccc(C(F)(F)F)c3)CC2)n2ncnc2n1,12%,3%,-2.2%,-0.6%,3%,i,-0.6%,-2%,-9%
FC(F)(F)c1ccc(CN2CCCCCC2)cc1,5%,-6%,0.8%,-0.3%,6%,i,-5.7%,1%,-13%
Cc1ccc(S(=O)(=O)/N=S(\C)CC2CC2(Cl)Cl)cc1 (stereo unspecified),5%,1%,3.8%,1.0%,18%,i,-7.7%,1%,-3%
CCOc1cc(CNCC(C)C)c(Cl)cc1OCC(=O)Nc1ccccc1,2%,6%,-1.5%,-0.2%,5%,i,-0.8%,2%,-5%
Cc1nn(Cc2ccccc2)c2c1C(c1cccc(Cl)c1)C(C#N)=C(N)O2 (stereo unspecified),1%,-34%,-1.2%,0.4%,6%,i,-3.8%,-1%,-13%
CC(C)NS(=O)(=O)c1ccc(OCC(=O)NCc2ccccc2)cc1,8%,-8%,-2.2%,0.0%,2%,i,-7.3%,-6%,-1%
CC(=O)c1ccc(NC(=S)N2CCCC(CO)C2)cc1 (stereo unspecified),6%,19%,-2.5%,0.6%,4%,i,-0.6%,8%,5%
CCc1nnc(NC(=O)c2cc(-c3cccnc3)nc3ccccc23)s1,-3%,1%,0.2%,0.1%,4%,i,-10%,-2%,-3%
Cc1ccccc1N1CCN(C(=O)c2ccccc2NC(=O)c2ccccc2C(=O)O)CC1,-7%,-8%,-1.4%,-0.3%,8%,i,-4.8%,6%,2%

# Profiles, looked up by structure. Screens in order: P. falciparum M17LAP	PMI inhibition	CSM14.1 death rescue	West Nile antiviral	M1AAP inhibition	Yfh1-depleted yeast	XIAP antagonists	SIAH1 antagonists	Salmonella PhoP GFP
# O=C1C[C@@H](c2ccc(O)cc2)Oc2cc(O)cc(O)c21 is listed as 20%	24%	1.3%	-0.4%	3%	i	-9.3%	-1%	-7%
# COc1ccc(C(=O)Nn2cnnc2)c(OC)c1 is listed as -9%	16%	0.0%	0.0%	0%	i	-7.0%	1%	3%

# No enrichment for hits; about 1.6% have a hit in one of these screens.
